Screens from PubChem BioAssay.
LGR2 antag: Drosophila LGR2 receptor signaling inhibition | 380,000 compounds, 0.35% hits | AID 720647 | HEK293 LGR2, CRE-luciferase, bursicon-stimulated, 4 h | inhibition, % at 9.99 µM;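 active means drop in luminescence signal, shown as inhibition above about 50% in the replicate tests, limit read from the data, passing the limit was not always enough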;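 further: agonist challenge used bursicon conditioned medium at about half maximal strength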
S100A4 MyoIIA: blocks human S100A4 binding to myosin IIA peptide; P26447; S100A4/TAMRA-MyoIIA peptide fluorescence polarization; inhibition, % at 10.7 µM; 360,000 compounds, 0.14% hits; AID 652163;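 active means mean inhibition of at least 70% across replicates, with every replicate also reaching that level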
Target sequence (P26447 whole entry, looked up): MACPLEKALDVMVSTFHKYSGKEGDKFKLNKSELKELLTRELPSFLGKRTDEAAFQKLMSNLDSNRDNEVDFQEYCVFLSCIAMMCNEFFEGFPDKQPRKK
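assay system = human S100A4 monomer with TAMRA-labelled myosin IIA peptide | also added = labelled myosin peptide probe, 5 nM | incubation = 5 min between mix addition and reading | control set = DMSO and TFP controls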
PglD inh: inhibitors of Campylobacter jejuni PglD acetyltransferase; purified PglD enzyme, DTNB colorimetric CoA detection; 360,000 compounds, 0.098% hits; inhibition, % at 12.5 µM; in the data active means inhibition above about 16%, passing the limit was not always enough; further: strong numbers were not always called active
ERAP1 HTS inh: blocks human ERAP1 aminopeptidase activity | recombinant ERAP1, Leu-AMC fluorescence, 60 min | 340,000 compounds, 0.15% hits | inhibition, % at 10.7 µM | AID 652197;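 active means mean replicate inhibition of at least 30%, or all replicates individually reaching that 30% level; inactive means mean below 30% and not every replicate reaching it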;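 further: 0% = neutral control wells and 100% = L-leucinethiol positive control wells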
PGC1a acetyl inh: lowers PGC1a acetylation signal in U2OS cells. AlphaScreen anti-acetyl-lysine; with virally co-expressed GCN5 acetyltransferase. 350,000 compounds, 0.17% hits. inhibition, % at 15.6 µM;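 active means every replicate shows inhibition of at least 40%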;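 further: 0% = neutral control wells and 100% = positive control wells; some results beyond the cut were filed as inactive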
EWS-Fli inh: EWS/Fli transcriptional activity inhibition; inhibition, % at 12.6 µM; A673 NR0B1-luciferase reporter, viability-normalised; 350,000 compounds, 0.67% hits;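 active means mean inhibition of at least 50% after viability correction, with every replicate also passing that limit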;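 further: firefly luciferase signal divided by Alamar Blue viability fluorescence both relative to DMSO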
FN deposit inh: fibronectin deposition inhibition. inhibition, % at 12.6 µM. 350,000 compounds, 0.086% hits. AH1F fibroblasts, Alexa488-fibronectin deposition fluorescence, overnight;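 active means mean inhibition across replicates of 30% or more, regardless of how many single replicates reach that level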;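 further: positive control wells lacked labelled fibronectin entirely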
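Assay system: AH1F fibroblasts assembling fluorescent fibronectin matrix; Amount: 10000 AH1F cells per well; Buffer or medium: DMEM, 2% serum; Probe or stimulus: Alexa488-fibronectin, 24 nM final in well; Doses: single compound dose, delivered by pin transfer; Incubation: 1 h adhesion, overnight exposure; Measured by: fluorescence 485/525 nm; Read-out: fibronectin deposition inhibition.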
PAX8 reporter: PAX8 transcriptional activity inhibition. RMG-I TPO-luciferase reporter, SteadyGlo, 24 h. inhibition, % at 12.6 µM. 360,000 compounds, 1.2% hits;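 active means mean replicate inhibition at least 60% with every replicate also reaching 60%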;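 further: luciferase light reporting Pax8 driven TPO promoter activity; plate controls were median of neutral control wells for no effect and mitoxantrone controls for full effect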
* hit, by the source's call; nt = not tested or not shown.

entry	Molecule	LGR2 antag	S100A4 MyoIIA	PglD inh	ERAP1 HTS inh	PGC1a acetyl inh	EWS-Fli inh	FN deposit inh	PAX8 reporter
1	CCCCC(C(=O)O)C(C)CC(=O)Nc1nccs1 (stereo unspecified)	-7	-3	5	0	-7	-3	-3	-3
2	N#C[C@@H]1[C@@H](c2ccc(-c3cccc(F)c3)cc2)[C@H](CO)N1C(=O)NC1CCCC1	23	-22	0	-1	7	8	2	89*
3	O=C(C[C@@H]1CC[C@H](NS(=O)(=O)c2ccc(F)cc2)[C@H](CO)O1)NCc1ccncn1	-4	-17	2	0	-4	-2	nt	-24
4	O=C(NNC(=O)c1ccc(Cl)nc1)c1ccc(Br)cc1	-23	2	nt	3	nt	-17	-6	-2
5	CCOc1ccc(Cc2c(C)[nH]c3ccc(C(=O)O)cc3c2=S)cc1	26	0	3	-13	13	1	-3	11
6	COc1cccc(-c2ccccc2[C@H]2[C@@H](C#N)N(C(=O)Cc3ccccc3)[C@H]2CO)c1	-2	6	nt	2	nt	-3	-11	nt
7	C/C=C/c1ccc([C@H]2[C@@H](CO)N(CC3CCCCC3)[C@H]2CNC(C)=O)cc1	-2	-19	nt	-6	nt	1	nt	nt
8	CC(=O)N1CCN(S(=O)(=O)c2cccc(C(=O)NNC(=O)c3ccc(Br)cc3)c2)CC1	-4	4	3	-1	-27	6	4	-4
9	CO[C@H]1CN(C)C(=O)c2cc(NC(=O)Nc3ccc(F)cc3)ccc2OC[C@H](C)NC[C@H]1C	10	5	7	0	-2	-2	3	nt
10	COc1ccc2oc(C(=O)OCC(=O)NC3CCCCC3)c(C)c2c1	-7	1	7	6	nt	-8	-5	-41
11	CC1CCN(C(=O)c2ccc(S(=O)(=O)N3CCCCCC3)cc2)CC1	-9	-4	nt	-2	13	-1	1	-7
12	O=C(Cc1ccc(Br)cc1)N(Cc1ccccc1)c1ccccn1	-3	0	-6	-1	21	10	-13	-5
13	O=C(NCc1ccccc1Cl)c1ccc2sc([C@H]3C[C@H](O)[C@@H](CO)O3)nc2c1	1	0	-1	-4	-12	-4	2	nt
14	Cc1noc(C)c1NC(=O)Nc1ccc2c(c1)C(=O)N([C@H](C)CO)C[C@H](C)[C@H](CN(C)Cc1ccc(C(=O)O)cc1)OCCCC[C@@H](C)O2	16	nt	4	nt	-10	-2	nt	-12
15	COc1cc(/C=C/C(=O)OCC(=O)NC(=O)NC2CCCC2)ccc1OCC#N	5	-4	3	2	0	-4	1	-9
16	CCCCOC(=O)c1cc(=O)[nH]c2ccccc12	-8	7	nt	1	3	-6	nt	nt
17	O=C1CNC[C@@H]2[C@@H](c3ccc(C4=CCCCC4)cc3)[C@H](CO)N12	-7	4	nt	0	-11	7	0	9
18	Cc1ccc(O)c(C(=O)CC(=O)c2ccc(C(C)(C)C)cc2)c1	-52	-3	-1	4	15	-24	-3	-51
19	Cc1ccnc(N(C(=O)c2cccs2)C(=O)c2cccs2)c1	nt	nt	3	nt	1	nt	6	-189
20	COc1ccc(OC)c2sc(NC(=O)CCS(=O)(=O)c3ccccc3)nc12	-12	5	1	6	nt	0	-1	14
21	Cc1ccc(S(=O)(=O)NCC[C@H]2CC[C@@H](NC(=O)C3CCOCC3)[C@H](CO)O2)cc1	-7	0	1	-2	-12	5	2	1
22	Cc1ccc([N+](=O)[O-])cc1NC1CC(O)C(CO)O1 (stereo unspecified)	-12	0	-1	-2	7	-9	6	-5
23	CCCc1cc(=O)oc2cc(C)cc(OCC(=O)NCc3ccccn3)c12	-18	0	2	-1	-16	nt	2	-4
24	O=C(CCNC(=O)c1ccc([N+](=O)[O-])cc1)NCc1ccco1	6	3	4	0	0	3	-2	10
25	CCOC(=O)NN1C(=O)c2ccccc2NC1c1cccc(O)c1 (stereo unspecified)	-5	7	nt	1	-2	-4	2	0
26	O=C1CC2c3ccccc3C1C1C(=O)N(CCc3ccccc3)C(=O)C21 (stereo unspecified)	22	2	nt	-1	-2	-11	-3	3
27	CC(C)n1cc(/C=C2/NC(=O)NC2=O)c2ccccc21	-15	1	nt	-1	6	-47	nt	-9
28	COc1ccc(CCN(C)CC(=O)Nc2cc(C)nc3ccccc23)cc1OC	-1	-4	9	-2	5	-4	1	24
29	CCOC(=O)c1c(NC(=O)CN2CCOCC2)sc2c1CC(C)(C)OC2	nt	nt	1	nt	-7	nt	-3	13
30	CCOC(=O)c1cn(CC)c2cc3c(cc2c1=O)OCO3	0	1	-4	-1	2	5	-2	-2
31	Cc1ccc(CC2CC(=O)N(c3ccncc3)C2=O)cc1 (stereo unspecified)	nt	nt	3	nt	-1	nt	8	-4
32	C/C=C/c1ccc2c(c1)O[C@H](CN(C)C(=O)Nc1cccc(F)c1)[C@H](C)CN([C@H](C)CO)S2(=O)=O	15	6	7	0	2	14	nt	13
33	C[C@@H]1CN([C@@H](C)CO)C(=O)c2cc(NC(=O)CCCN(C)C)ccc2O[C@@H](C)CCCCO[C@@H]1CN(C)S(=O)(=O)c1cccs1	4	3	1	-1	1	-8	nt	nt
34	C=CCn1c(SCc2cc(=O)n3ccsc3n2)nc2scc(C3CC3)c2c1=O	nt	nt	-6	nt	8	nt	12	7
35	COc1ccc(-c2ccc(=O)n(Cc3c(F)cccc3Cl)n2)cc1	-21	5	3	3	2	-6	4	-4
36	O=C(CN1C(=O)/C(=C/c2cccc(Br)c2)SC1=S)NCCCN1CCOCC1	-5	-79	1	3	-5	nt	4	6
37	COc1ccc2c3c(n(C)c2c1)[C@@H](CO)N(C(=O)CC1CC1)CC31CN(Cc2ccncc2)C1	5	-30	nt	nt	-8	2	0	-19
38	OCC#CCSc1nnc(-c2cccc3ccccc23)o1	nt	4	-4	3	7	-8	-1	-15
39	COc1ccc(C(=O)Nc2ccc3c(c2)C(=O)N(C)C[C@H](OC)[C@@H](C)CN(C)[C@@H](C)CO3)cc1	-14	-49	2	2	0	8	1	1
40	Cc1[nH]nc(-c2ccc(O)cc2O)c1-c1nc2ccccc2s1	-4	-5	nt	0	6	21	-2	19
41	O=C(OCc1c(Cl)nc2sccn12)c1cc2c(s1)CCCC2	9	7	-5	-2	17	nt	nt	nt
42	O=C(c1sc2ccccc2c1Cl)N1CCN(c2ccccc2F)CC1	-12	nt	-5	nt	4	nt	-2	-1
43	Cc1ccnc(Nc2nc3ccccc3s2)n1	30	5	nt	-1	4	12	-7	-125
44	Cc1cc(S(=O)(=O)NCC(C)C)ccc1OCC(=O)NCc1ccco1	-2	-5	-4	-2	-3	5	-7	-3
45	COc1ccc(NS(=O)(=O)c2ccc3nc(COc4ccc(Cl)c(C)c4)[nH]c3c2)cc1	24	nt	-5	nt	-20	nt	-3	34
46	COCC(=O)Nc1ccc2c(c1)[C@@H]1C[C@H](CC(=O)NCc3ccncc3)O[C@H](CO)[C@@H]1O2	8	6	3	-1	3	1	7	nt
47	Cc1ccc(-c2noc(C3CCCN(C(=O)c4ccc(Cl)cc4)C3)n2)o1 (stereo unspecified)	-17	2	-2	-1	8	-17	-8	-2
48	C[C@@H]1CCCCO[C@H](CN(C)S(=O)(=O)c2cn(C)cn2)[C@@H](C)CN([C@H](C)CO)C(=O)c2cc(NC(=O)CCC(F)(F)F)ccc2O1	5	-4	2	-1	nt	-13	nt	-18
49	CCOc1cc(/C=N/OC(C)=O)ccc1OCc1ccccc1	3	0	-2	-1	2	-15	8	-16
50	Cc1cc(C)nc(N2CCCC(C(=O)Nc3cc(F)ccc3C)C2)n1 (stereo unspecified)	-9	-1	3	-1	-4	nt	nt	nt

2 compounds drawn at random from those above, as already listed:
entry	Molecule	LGR2 antag	S100A4 MyoIIA	PglD inh	ERAP1 HTS inh	PGC1a acetyl inh	EWS-Fli inh	FN deposit inh	PAX8 reporter
42	O=C(c1sc2ccccc2c1Cl)N1CCN(c2ccccc2F)CC1	-12	nt	-5	nt	4	nt	-2	-1
36	O=C(CN1C(=O)/C(=C/c2cccc(Br)c2)SC1=S)NCCCN1CCOCC1	-5	-79	1	3	-5	nt	4	6

Later entries.
entry	Molecule	LGR2 antag	S100A4 MyoIIA	PglD inh	ERAP1 HTS inh	PGC1a acetyl inh	EWS-Fli inh	FN deposit inh	PAX8 reporter
51	C[C@@H]1CN([C@@H](C)CO)C(=O)Cc2cc(NC(=O)Cn3cnnn3)ccc2O[C@@H]1CN(C)Cc1ccc(C(=O)O)cc1	-15	-49	2	1	8	-5	nt	nt
52	CC(=O)Nc1ccc(NC(=O)CSc2ccc([N+](=O)[O-])cn2)cc1	7	-1	nt	nt	nt	10	13	12
53	O=C(O)C[C@H]1CC[C@H](NC(=O)Nc2cc(F)ccc2F)[C@H](CO)O1	29	-4	-1	3	-5	1	nt	-19
54	CC(=O)Oc1ccccc1C(=O)Nc1ccccc1	-35	1	-3	-5	nt	-4	-3	-118
55	CC(C)NC(=O)Nc1ccc2c(c1)CC(=O)N([C@@H](C)CO)C[C@H](C)[C@H](CN(C)C(=O)Nc1ccccc1)O2	6	-3	-4	5	1	2	nt	2
56	Cn1c(=O)cc(OCC(=O)NCCc2ccc(Cl)cc2)c2ccccc21	3	-3	2	13	nt	6	1	17
57	CC1CCN(c2ccc3nnc(CCC(=O)Nc4ccc(F)cc4)n3n2)CC1	-1	2	-4	-1	-10	-10	-5	-5
58	Cc1[nH]c2ccccc2c1/C=N/Nc1cccc(C(=O)O)c1	-27	-7	nt	-4	nt	1	-2	-37
59	Cc1ccc(S(=O)(=O)Nc2ccc3c(c2)C(=O)N([C@H](C)CO)C[C@@H](C)[C@H](CN(C)C(=O)C2CCCCC2)OCCCC[C@@H](C)O3)cc1	-6	-11	2	2	2	8	-5	25
60	C[C@@H]1CN([C@@H](C)CO)C(=O)Cc2cc(NS(=O)(=O)c3ccccc3)ccc2O[C@@H]1CN(C)Cc1ccncc1	28	-59	3	0	-4	-1	-4	-9
61	O=C(NCCN1CCOCC1)C1CC(=O)N(c2ccc(Cl)cc2)C1 (stereo unspecified)	2	-7	-4	-3	10	-2	-2	-18
62	CCCCN1C(=O)C2C(C(=O)Nc3cccc(OC)c3)C3C=CC2(O3)C1C(=O)NC1CCCCC1C (stereo unspecified)	nt	nt	-4	nt	-18	nt	3	17
63	CCCn1c(=S)[nH]c2cc(C(=O)N(CCO)Cc3ccccc3)ccc2c1=O	-9	-2	1	2	5	8	2	2
64	COC(=O)c1sc(N2CCN(Cc3ccccc3)CC2)nc1N	-17	-12	-3	2	0	-21	-2	-70
65	O=C(NC(c1ccccc1)c1ccccc1)c1ccccc1	6	-3	-7	0	-21	2	-5	-19
66	Cc1cccc(-c2cnn(-c3ccccc3)c2N)c1	-22	-2	1	1	2	-100	0	-108
